CHO parental Ca: ATP-evoked calcium signal inhibitors, parental CHO, primary screen, counter-screen for OX1R antagonist project, cell-based, fluorescence, Fluo-8 calcium dye; parental CHO-K1, ATP-induced calcium, Fluo-8 fluorescence; inhibition, % at 5.6 µM; 330,000 tested, 0.63% active; AID 463079, 2010;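 active means inhibition above that plate's mean sample inhibition plus 3 SD, cut at about 26% in these data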;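 further: 0% = ATP-challenged DMSO wells and 100% = DMSO wells without ATP; some compounds past the cut are filed as inactive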
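Assay system: parental CHO cells; Read-out basis: percent inhibition of ATP-evoked calcium rise, normalized to controls; Benchmarks: ATP and no-ATP DMSO wells; Compound dosing: single nominal dose of 5.6 µM per compound; Signal: Fluo-8 calcium dye fluorescence; Also added: ATP as calcium-mobilizing challenge; Repeats: singlicate.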
CHO-K1 Ca PAM: nonselective calcium activators in parental CHO-K1 cells, primary screen, counter-screen for M1 PAM project, cell-based, Fluo-8 calcium fluorescence, full deck, 1536-well | 360,000 tested, 0.02% active | ATP EC20; 0% at ATP EC20, 100% at ATP max | activation, % at 3 µM;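 active means activation above the run cutoff, the mean activation of all test compounds plus 3 SD, cut at about 40% in these data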;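 further: peak over basal fluorescence ratio in a 140 s read after ATP addition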
CHRM1 PAM: human M1 muscarinic receptor positive allosteric modulators, primary screen, CHO-K1 cells, Fluo-8 calcium fluorescence, 1536-well. AID 588819, 2011. activation, % at 3 µM. Muscarinic acetylcholine receptor M1 (Homo sapiens), P11229. CHO-K1 hM1, ACh EC20; 0% = ACh EC20, 100% = maximal ACh. 360,000 tested, 0.088% active; in the data active means activation above about 19%, passing the limit was not always enough
Target sequence (P11229 whole entry, looked up): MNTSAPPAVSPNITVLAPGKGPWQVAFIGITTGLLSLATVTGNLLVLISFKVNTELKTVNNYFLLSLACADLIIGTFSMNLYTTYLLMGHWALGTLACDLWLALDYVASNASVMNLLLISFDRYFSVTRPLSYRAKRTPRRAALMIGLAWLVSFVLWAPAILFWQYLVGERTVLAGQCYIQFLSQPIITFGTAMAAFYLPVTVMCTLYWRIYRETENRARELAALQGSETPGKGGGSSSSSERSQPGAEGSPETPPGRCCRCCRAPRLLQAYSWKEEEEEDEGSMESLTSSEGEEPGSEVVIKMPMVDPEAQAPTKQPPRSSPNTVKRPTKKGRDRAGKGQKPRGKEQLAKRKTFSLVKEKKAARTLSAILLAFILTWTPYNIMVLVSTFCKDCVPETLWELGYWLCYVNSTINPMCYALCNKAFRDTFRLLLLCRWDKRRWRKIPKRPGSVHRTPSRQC
TAAR1 agonist: human TAAR1 agonists, primary screen, Fluo-8 calcium fluorescence, CHO RD-HGA16 cells. vehicle wells 0%, saturating PEA agonist 100%. AID 624467, 2012. 360,000 tested, 0.99% active. Trace amine-associated receptor 1 (Homo sapiens), Q96RJ0. activation, % at 3 µM;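 active means activation above the mean activation of all test compounds in the run plus 3 SD, cut at about 38% in these data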
Target sequence (Q96RJ0 whole entry, looked up): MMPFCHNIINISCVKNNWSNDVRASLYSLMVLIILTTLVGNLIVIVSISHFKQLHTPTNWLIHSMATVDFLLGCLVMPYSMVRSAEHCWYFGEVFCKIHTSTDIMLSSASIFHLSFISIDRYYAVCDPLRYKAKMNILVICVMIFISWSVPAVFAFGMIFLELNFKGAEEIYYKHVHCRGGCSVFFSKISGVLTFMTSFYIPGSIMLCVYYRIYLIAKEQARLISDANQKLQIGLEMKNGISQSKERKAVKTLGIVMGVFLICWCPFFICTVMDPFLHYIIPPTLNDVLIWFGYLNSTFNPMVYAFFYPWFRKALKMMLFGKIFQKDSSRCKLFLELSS
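test system = CHO RD-HGA16 cells carrying human TAAR1 plus Gα16 | schedule = 17-24 h seeding, 75 min 37 °C dye, 30 min RT | compound dosing = 3 µM single concentration | control set = DMSO and PEA EC100 | replicates = n 1 | signal = Fluo-8 fluorescence, 5 s baseline then 140 s kinetic read | measure = percent activation vs PEA EC100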
CHO-K1 Ca antag: counter-screen for M1 antagonists: effect in parental CHO-K1 cells | ATP-induced calcium, Fluo-8 fluorescence | 360,000 tested, 0.6% active | inhibition, % at 3 µM;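 active means inhibition above a per-plate cutoff, the plate's mean sample inhibition plus 3 SD, cut at about 24% in these data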;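 further: 0% = DMSO plus EC80 ATP and 100% = DMSO alone without ATP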
TAAR1 antagonist: human TAAR1 antagonists, primary screen, Fluo-8 calcium fluorescence, CHO RD-HGA16 cells. antagonist. inhibition, % at 3 µM. 360,000 tested, 1.5% active;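 active means inhibition above a per-plate cutoff, the mean inhibition of test compounds on that plate plus 3 SD, cut at about 49% in these data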;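 further: 0% = DMSO plus EC80 beta-PEA response and 100% = DMSO alone without agonist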
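Test system – hTAAR1-expressing CHO RD-HGA16 cells, Gα16-coupled · Also added – β-PEA at EC80 concentration, post-compound challenge · Compound – 3 µM, single point · Incubation – dye loading 75 min at 37 °C, then 30 min room temperature · Measured by – Fluo-8 intracellular calcium dye fluorescence, real-time kinetic reads · Benchmarks – vehicle and agonist controls · Replicates – singlicate, one well per test compound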
M1 ag: human M1 muscarinic receptor agonists, primary screen, Fluo-8 calcium fluorescence, CHO-K1 cells, HTS; activation, % at 3 µM; CHO-K1 hM1, agonist mode; 0% DMSO, 100% acetylcholine EC100; 360,000 tested, 0.33% active; AID 588814, 2011; Muscarinic acetylcholine receptor M1 (Homo sapiens), P11229;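 active means activation above the run's mean compound activation plus 3 SD, cut at about 16% in these data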;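 further: peak over basal fluorescence ratio within a 140 s kinetic read after compound addition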
CHRM1 antagonist: human M1 muscarinic receptor antagonists, primary screen, CHO-K1 cells, Fluo-8 calcium fluorescence, 1536-well. CHO-K1 hM1, ACh EC80 antagonist. inhibition, % at 3 µM. 360,000 tested, 1.3% active;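 active means percent inhibition above its own plate's cutoff, namely the mean of that plate's compound wells plus 3 SD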;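 further: peak over basal fluorescence ratio during 140 s after agonist addition; 0% = ACh EC80 plus DMSO and 100% = DMSO alone without agonist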
CHO-K1 Ca ag: counter-screen for M1 agonists: effect in parental CHO-K1 cells; Fluo-8 calcium fluorescence; scaled to maximal ATP response, vehicle zero; activation, % at 3 µM; 360,000 tested, 0.48% active; AID 602248, 2012; in the data active means activation above about 15%;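 further: untransfected CHO-K1 host cells lacking M1 receptor as counterscreen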
* = called active by the depositor; / = not tested or not shown.

Letters – A = CHO parental Ca; B = CHO-K1 Ca PAM; C = CHRM1 PAM; D = TAAR1 agonist; E = CHO-K1 Ca antag; F = TAAR1 antagonist; G = M1 ag; H = CHRM1 antagonist; I = CHO-K1 Ca ag
1) O=c1c2cc3c(=O)n(CC4CCCO4)c(=O)c3cc2c(=O)n1CC1CCCO1 (stereo unspecified)
  A = -6	B = -6	C = 8	D = 1	E = 4	F = 14	G = -2	H = -20	I = 4.3
2) Cc1ccc(S(=O)(=O)Nc2ccc(-n3c(C)nc4ccccc4c3=O)cc2)cc1
  A = -15	B = -1	C = 5	D = 3	E = 13	F = 19	G = 0	H = -9	I = 1.2
3) CC(C)C(OC(=O)c1cccs1)C(=O)NCc1ccco1 (stereo unspecified)
  A = -20	B = -3	C = 10	D = 6	E = 6	F = 4	G = -3	H = -7	I = -0.5
4) N#C/C(=C\c1ccc(OCC(N)=O)cc1)S(=O)(=O)c1ccccc1
  A = 12	B = -1	C = 7	D = 2	E = -6	F = -12	G = -5	H = -2	I = 0.0
5) CCNC(=S)N/N=C/c1cn(Cc2ccccc2F)c2ccccc12
  A = -9	B = 21	C = -7	D = -1	E = -7	F = -3	G = -8	H = 15	I = 1.4
6) COC(=O)c1c(NC(=O)CCc2ccc(C)o2)sc(C)c1C
  A = -24	B = 11	C = -4	D = -2	E = -5	F = 3	G = -2	H = -14	I = -0.1
7) COc1ccc([N+](=O)[O-])cc1NC(=O)C(C)OC(=O)/C=C/c1ccco1 (stereo unspecified)
  A = 0	B = 12	C = -1	D = -2	E = -2	F = -28	G = -8	H = -1	I = 0.0
8) O=C(NCCc1ccccc1C(F)(F)F)C1CCC(=O)N(C2CC2)C1 (stereo unspecified)
  A = -6	B = -2	C = 3	D = 1	E = -2	F = -14	G = -2	H = -2	I = 0.5
9) Cc1cc(Cn2nc(C(=O)NCc3cccs3)cc2-c2ccccc2)on1
  A = -8	B = -10	C = -6	D = 10	E = 6	F = -5	G = -2	H = 0	I = -0.4
10) COc1ccc(NC(=O)c2c(-c3ccccc3Cl)noc2C)c(OC)c1
  A = -26	B = 13	C = -2	D = 3	E = -20	F = 9	G = -8	H = 2	I = -0.5
11) CSc1nc2cc(Cl)ccc2s1
  A = 3	B = 16	C = 7	D = -3	E = -7	F = -7	G = -3	H = -15	I = 0.2
12) CC1CC(Nc2ccccc2)c2ccccc2N1C(=O)c1ccco1 (stereo unspecified)
  A = -10	B = -23	C = 9	D = 0	E = 22	F = -29	G = -2	H = -4	I = 0.2
13) COc1cc(OC)c(NC(=S)Nc2cccc(C)c2)cc1Cl
  A = -2	B = -6	C = 6	D = 1	E = 2	F = -9	G = -2	H = -4	I = 0.1
14) C[N+]1(CC2COC3(CCCCC3)O2)CCCC1 (stereo unspecified)
  A = 1	B = 1	C = -15	D = 2	E = -2	F = -17	G = -8	H = 13	I = 0.3
15) Cn1c(N)c(C(=O)COC(=O)c2ccc(Br)o2)c(=O)n(C)c1=O
  A = -11	B = 5	C = 5	D = 10	E = -6	F = 3	G = -3	H = -9	I = 0.3

Rewritten with one line to a screen: part of the list above.
(1) O=c1c2cc3c(=O)n(CC4CCCO4)c(=O)c3cc2c(=O)n1CC1CCCO1 (stereo unspecified)
(2) Cc1ccc(S(=O)(=O)Nc2ccc(-n3c(C)nc4ccccc4c3=O)cc2)cc1
(3) CC(C)C(OC(=O)c1cccs1)C(=O)NCc1ccco1 (stereo unspecified)
(4) N#C/C(=C\c1ccc(OCC(N)=O)cc1)S(=O)(=O)c1ccccc1
(5) CCNC(=S)N/N=C/c1cn(Cc2ccccc2F)c2ccccc12
(6) COC(=O)c1c(NC(=O)CCc2ccc(C)o2)sc(C)c1C
(7) COc1ccc([N+](=O)[O-])cc1NC(=O)C(C)OC(=O)/C=C/c1ccco1 (stereo unspecified)
(8) O=C(NCCc1ccccc1C(F)(F)F)C1CCC(=O)N(C2CC2)C1 (stereo unspecified)
(9) Cc1cc(Cn2nc(C(=O)NCc3cccs3)cc2-c2ccccc2)on1
(10) COc1ccc(NC(=O)c2c(-c3ccccc3Cl)noc2C)c(OC)c1

assay / entry | 1 | 2 | 3 | 4 | 5 | 6 | 7 | 8 | 9 | 10
CHO parental Ca | -6 | -15 | -20 | 12 | -9 | -24 | 0 | -6 | -8 | -26
CHO-K1 Ca PAM | -6 | -1 | -3 | -1 | 21 | 11 | 12 | -2 | -10 | 13
CHRM1 PAM | 8 | 5 | 10 | 7 | -7 | -4 | -1 | 3 | -6 | -2
TAAR1 agonist | 1 | 3 | 6 | 2 | -1 | -2 | -2 | 1 | 10 | 3
CHO-K1 Ca antag | 4 | 13 | 6 | -6 | -7 | -5 | -2 | -2 | 6 | -20
TAAR1 antagonist | 14 | 19 | 4 | -12 | -3 | 3 | -28 | -14 | -5 | 9
M1 ag | -2 | 0 | -3 | -5 | -8 | -2 | -8 | -2 | -2 | -8
CHRM1 antagonist | -20 | -9 | -7 | -2 | 15 | -14 | -1 | -2 | 0 | 2
CHO-K1 Ca ag | 4.3 | 1.2 | -0.5 | 0.0 | 1.4 | -0.1 | 0.0 | 0.5 | -0.4 | -0.5

(11) CSc1nc2cc(Cl)ccc2s1

assay / entry | 11
CHO parental Ca | 3
CHO-K1 Ca PAM | 16
CHRM1 PAM | 7
TAAR1 agonist | -3
CHO-K1 Ca antag | -7
TAAR1 antagonist | -7
M1 ag | -3
CHRM1 antagonist | -15
CHO-K1 Ca ag | 0.2

(list continues)
Letters – A = CHO parental Ca; B = CHO-K1 Ca PAM; C = CHRM1 PAM; D = TAAR1 agonist; E = CHO-K1 Ca antag; F = TAAR1 antagonist; G = M1 ag; H = CHRM1 antagonist; I = CHO-K1 Ca ag
16) COc1cccc(N2CCN(C(=O)c3cc4c(s3)-c3ccccc3OC4)CC2)c1
  A = -1	B = 19	C = -3	D = -1	E = -14	F = 18	G = -4	H = -6	I = 2.1
17) CN1CCCN(S(=O)(=O)c2ccc(O)c(C(=O)O)c2)CC1
  A = -8	B = 14	C = 12	D = 0	E = -9	F = -4	G = -6	H = -12	I = -0.1
18) Cc1cc(OCC(=O)NCc2cccnc2)c2c(C)c(Cc3ccccc3)c(=O)oc2c1
  A = -27	B = -10	C = -2	D = -2	E = -10	F = -24	G = -5	H = 8	I = -0.5
19) COc1ccc(/C=C(\NC(=O)c2ccc([N+](=O)[O-])cc2)C(=O)NCCN2CCOCC2)cc1
  A = -4	B = 10	C = 22	D = 2	E = -6	F = 1	G = 6	H = -12	I = 0.3
20) CN(C(=O)C(Cl)Cl)C1CC2C=CC1C2 (stereo unspecified)
  A = 2	B = 21	C = 12	D = 1	E = -8	F = -14	G = -4	H = -13	I = 16*
21) O=C(C1CSC2(c3ccc(F)cc3)CCC(=O)N12)N1CCCCCC1 (stereo unspecified)
  A = -8	B = 2	C = -5	D = 10	E = -3	F = -6	G = -7	H = -3	I = 1.3
22) COc1ccc(OC)c(S(=O)(=O)N2CCC(C(=O)N3CCN(c4ccc(F)cc4)CC3)CC2)c1
  A = /	B = -2	C = 0	D = 0	E = -10	F = -48	G = 0	H = 2	I = 5.7
23) O=C(N[C@H]1CCCCNC1=O)c1cc(COc2ccc(F)cc2F)on1
  A = 3	B = -19	C = -1	D = 3	E = -3	F = -6	G = -5	H = 3	I = 3.7
24) COc1ccc(NC2c3ccccc3C(=O)N2c2ccccn2)cc1Cl (stereo unspecified)
  A = -10	B = 4	C = 7	D = -3	E = 10	F = -14	G = -4	H = -7	I = -0.8
25) O=C(Nc1ccc(F)cc1F)c1ccc2c(c1)OCCO2
  A = 4	B = 15	C = 12	D = 1	E = -17	F = -9	G = -3	H = -6	I = 1.1
26) COc1ccc(C(CNC(=O)c2ccc(OCC3CCCO3)cc2)N2CCOCC2)cc1 (stereo unspecified)
  A = -14	B = -4	C = -4	D = 9	E = -2	F = 7	G = -3	H = -12	I = -0.3
27) O=C(COc1ccc([N+](=O)[O-])cc1)NNC(=O)c1cccnc1
  A = 9	B = 2	C = 19	D = -2	E = -10	F = 1	G = 0	H = -6	I = -0.1
28) CC(=O)CSc1ncnc2nc[nH]c12
  A = -10	B = 6	C = 6	D = 7	E = -8	F = -9	G = -2	H = -4	I = 0.0

Screening data from PubChem BioAssay.

No enrichment for hits. About 4.4% of those tested had a hit in this group.
